Screening data (PubChem)
TMEM16A inh = blocks the mouse calcium-activated chloride channel TMEM16A; 310,000 compounds, 1.2% hits; Q8BHY3; normalized B-score (activity score, 25-100; higher = stronger inhibition) at 10 µM; HEK293 TMEM16A/YFP iodide influx fluorescence, ionomycin; AID 588511;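 active = ratio plate-corrected score three or more library SD toward inhibition, starting fluorescence score within five deviations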;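 also: score derived from kinetic fluorescence span divided by baseline fluorescence per well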
TRPC6 inh = mouse TRPC6 channel inhibition. Q61143. 310,000 compounds, 1.1% hits. HEK293-TRPC6, membrane potential dye, ACh-evoked depolarization; hits give low values. AID 2553. B-score at 10 µM;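 active = B-score under library mean minus 3 SD, initial fluorescence not abnormally high, positive integrated signal ratio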;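 also: B-score derived from integrated fluorescence ratio over the kinetic read; more negative B-score means stronger inhibition of depolarization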
Target sequence (Q61143 whole entry, looked up): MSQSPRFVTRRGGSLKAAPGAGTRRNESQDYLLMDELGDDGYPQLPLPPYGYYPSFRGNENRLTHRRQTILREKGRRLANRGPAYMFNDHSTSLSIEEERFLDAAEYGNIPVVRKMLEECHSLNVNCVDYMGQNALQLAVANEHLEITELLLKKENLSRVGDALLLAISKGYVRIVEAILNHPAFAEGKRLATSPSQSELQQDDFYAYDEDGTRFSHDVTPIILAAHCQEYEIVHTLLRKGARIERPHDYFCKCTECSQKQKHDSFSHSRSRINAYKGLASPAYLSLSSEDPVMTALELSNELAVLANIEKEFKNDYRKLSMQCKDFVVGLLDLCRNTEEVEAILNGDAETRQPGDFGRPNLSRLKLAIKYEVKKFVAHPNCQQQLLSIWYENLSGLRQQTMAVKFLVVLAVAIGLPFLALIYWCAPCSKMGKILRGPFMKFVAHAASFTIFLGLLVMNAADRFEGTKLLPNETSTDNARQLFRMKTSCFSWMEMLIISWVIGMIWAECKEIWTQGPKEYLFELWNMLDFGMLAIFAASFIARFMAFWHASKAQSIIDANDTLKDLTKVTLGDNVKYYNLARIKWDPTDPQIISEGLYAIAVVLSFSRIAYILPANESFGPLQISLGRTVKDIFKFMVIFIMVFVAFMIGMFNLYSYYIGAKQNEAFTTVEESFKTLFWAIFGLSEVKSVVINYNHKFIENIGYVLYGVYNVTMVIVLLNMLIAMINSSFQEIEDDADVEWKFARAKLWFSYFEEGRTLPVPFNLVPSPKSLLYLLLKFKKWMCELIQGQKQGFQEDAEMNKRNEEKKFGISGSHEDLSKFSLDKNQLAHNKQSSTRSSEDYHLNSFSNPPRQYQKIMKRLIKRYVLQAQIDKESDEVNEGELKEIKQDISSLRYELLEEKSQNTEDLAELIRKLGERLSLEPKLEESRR
RGS4 act = RGS4 potentiation or activation. HEK293 M3R/inducible RGS4, carbachol calcium flux Fluo4; hits give low values. B-score at 10 µM. 310,000 compounds, 0.92% hits. AID 463111;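 active = B-score of the integrated calcium signal more than 4 SD below the library mean, with starting fluorescence not abnormally high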;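 also: negative B-score means reduced calcium response which marks RGS4 activation or potentiation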
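System – HEK293 FlpIn-TREx cells, stable M3R, doxycycline-inducible RGS4 · Reagent – ECmax carbachol challenge · Times – compound preincubation 20 min at room temperature before agonist · Technique – Fluo4 fluorescence kinetic imaging of calcium · Measure – B score of integrated Fluo4 ratio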
RGS4 block = inhibitors of human RGS4; P49798; AID 463165; B-score at 10 µM; 310,000 compounds, 0.45% hits; HEK293 M3R/RGS4 inducible, Fluo-4 calcium flux; hits give high values; triggered by carbachol at its EC20;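 active = B-score, a plate-corrected calcium signal, over three deviations above library mean, with baseline fluorescence within five deviations of library mean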;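 also: RGS4 expression induced by doxycycline in cells with stable M3 receptor; B-score is computed from the integrated fluorescence ratio over baseline after carbachol; higher B-score means a larger calcium signal and so more RGS4 inhibition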
Target sequence (P49798 whole entry, looked up): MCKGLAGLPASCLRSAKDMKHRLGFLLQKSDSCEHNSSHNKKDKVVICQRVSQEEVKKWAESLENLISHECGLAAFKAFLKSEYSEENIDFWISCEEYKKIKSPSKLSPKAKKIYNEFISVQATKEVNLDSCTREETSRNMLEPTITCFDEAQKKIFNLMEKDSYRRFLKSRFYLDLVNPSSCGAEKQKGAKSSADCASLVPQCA
HDAC3 inhib = inhibitors of human histone deacetylase 3. inhibition, % at 8.3 µM. recombinant HDAC3, fluorogenic peptide/trypsin coupled, fluorescence. O15379. 320,000 compounds, 0.15% hits; in the data active = inhibition above about 26%, passing the limit was not always enough; inconclusive = no clear call, values can overlap the other calls
MrgX1 PAM = human MrgX1 positive allosteric modulation, primary screen; Q96LB2; MrgX1-HEK293, Fluo-4 calcium flux, FDSS; hits give high values; B-score at 10 µM; 310,000 compounds, 0.63% hits;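 active = plate-corrected calcium response at least 3 library SD above typical, normal starting fluorescence, not activating the receptor alone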;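 also: compound read alongside a low EC10 to EC30 dose of BAM8-22 agonist; peak minus trough fluorescence over baseline measured at the second addition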
TMEM16A act = mouse TMEM16A channel activation, primary screen; HEK293 TMEM16A/YFP-H148Q/I152L, iodide quench fluorescence; hits give low values; B-score at 10 µM; 340,000 compounds, 0.3% hits;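 active = fluorescence-ratio B-score plate-corrected deviation score at least 3 library SD below zero, with starting fluorescence score within 5 deviations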;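 also: channel opened by trigger with iodide after compound preincubation; score built on the fluorescence ratio of max minus min over baseline; more negative score means more quench and so TMEM16A activation or potentiation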
TRPC6 act = activators of mouse TRPC6 channel. Q61143. HEK293-TRPC6 membrane potential dye fluorescence; hits give high values. B-score at 10 µM. 310,000 compounds, 0.13% hits. AID 2550;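 active = B-score of the integrated fluorescence ratio above library mean plus 3 SD, and starting fluorescence ratio within library mean plus 5 SD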;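 also: higher score means more depolarization so channel activation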
MrgX1 ag = human MrgX1 receptor agonism, primary screen | B-score at 10 µM | MrgX1-HEK293 cells, Fluo-4 calcium fluorescence, agonist mode; hits give high values | 310,000 compounds, 0.44% hits | Q96LB2;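 active = calcium response B-score plate-corrected fluorescence ratio at least 3 library SD, with starting fluorescence B-score inside 5 SD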
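Material: MrgX1-expressing HEK293 cells; input: 15,000 cells per well; doses: test compound given as first of three sequential additions; schedule: overnight plating before 1 h dye loading; technique: Fluo-4 NW calcium-flux fluorescence, kinetic read; evaluation: baseline-normalised fluorescence change ratio, B-scored; control set: plate-wise positive and negative controls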
SKKanGAS inh = blocks kanamycin growth of S. pyogenes SKKanGAS strain. BacTiter-Glo, 6 h. inhibition, % at 7.5 µM. 300,000 compounds, 1.3% hits. AID 1662;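 active = mean replicate score, as percent of positive control median, at least 50; inconclusive = mean below 50 but one replicate at or above 50; inactive = mean and every replicate below 50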;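 also: strain carries kanamycin resistance gene driven by streptokinase promoter and grows in 40 µg/ml kanamycin; loss of luminescence reflects streptokinase promoter inhibition or plain growth inhibition; 0% = median of DMSO wells and 100% = positive control at its reference dose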
MrgX1 antag = human MrgX1 receptor antagonism, primary screen | Q96LB2 | MRGX1-HEK293 calcium flux, Fluo-4, BAM8-22 antagonism; hits give low values | B-score at 10 µM | 310,000 compounds, 1.3% hits;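 active = calcium-response B-score plate-corrected more than 3 library SD below zero, starting fluorescence within 5 deviations, no agonist response on first addition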;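 also: peak minus trough fluorescence over baseline after final BAM8-22 challenge near maximal dose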
Numbers without * were called inactive; i = inactive; ? = inconclusive; . = no result given.

SMILES	TMEM16A inh	TRPC6 inh	RGS4 act	RGS4 block	HDAC3 inhib	MrgX1 PAM	TMEM16A act	TRPC6 act	MrgX1 ag	SKKanGAS inh	MrgX1 antag
CCOc1ccc(NC(=O)C(C)Sc2nnc(C)n2C)cc1 (stereo not drawn)	i	i	i	i	5	i	i	i	i	-6	i
Cc1cc(C)nc(N2CCN(c3nc(C)cc(C)n3)CC2)n1	.	i	i	i	.	.	.	i	.	0	.
N/C(Cc1cccc2ccccc12)=N\OC(=O)c1ccccc1F	i	i	i	i	-3	i	i	i	i	20	i
COc1ccccc1C(=O)NCCN1CCN(C(=O)c2ccccc2OC)CC1	i	i	i	i	7	i	i	i	i	0	i
COc1c(Cl)ccc(Cl)c1C(=O)NC(=O)N1CCOCC1	i	i	i	i	0	i	i	i	i	-7	i
O=C(NCC1CCCO1)c1csc(Nc2cccc3ccccc23)n1 (stereo not drawn)	i	i	i	i	?	i	i	i	i	2	i
O=C(O)CCc1nn2c3ccccc3n(CCN3CCCCC3)c2nc1=O	i	i	i	i	.	i	i	i	i	1	i
COc1ccc(N2CCN(c3nc4cc(C)ccc4cc3C=O)CC2)cc1	i	i	i	i	2	i	i	i	i	-5	i
CN(C)C(=O)CSc1nnc(-c2ccc(S(=O)(=O)N3CCCC3)cc2)n1C	i	i	i	i	-1	i	i	i	i	-1	i
O=C(NC(=S)Nc1ccccc1N1CCCCC1)c1ccc(-c2cccc([N+](=O)[O-])c2)o1	i	i	i	i	-9	i	i	i	i	9	i
Cc1ccc(NC(=O)Nc2ccc(Cl)cc2)c(Br)c1	i	i	i	i	0	i	i	i	i	-23	i
Cc1ccc(OC(=O)c2cccc(S(=O)(=O)N3CCCC3)c2)c(-n2nc3ccccc3n2)c1	i	i	i	i	-7	i	i	i	i	1	i
O=C(NCc1cccnc1)c1cc(S(=O)(=O)N2CCCCC2)ccc1Cl	i	i	i	i	.	i	i	i	i	-8	i
Cc1ccc(CC(=O)Nc2ccc(S(=O)(=O)Nc3nccc(C)n3)cc2)cc1	i	i	i	i	7	i	i	i	i	3	i
O=C(NCCN1CCOCC1)c1ccc2c(c1)N(Cc1cccc(F)c1)C(=O)c1ccccc1S2	i	i	i	i	7	i	i	i	i	1	i
CC1CN(C(=S)Nc2ccccc2)CC(C)O1 (stereo not drawn)	i	i	i	i	-2	i	i	i	i	-1	i
CN(C)C(CNC(=O)c1cccc(C(F)(F)F)c1)c1ccco1 (stereo not drawn)	i	i	i	i	1	i	i	i	i	0	i
CCc1ccc2c(c1)c1nc(C)sc1n2CC	i	i	i	i	3	i	i	i	i	-5	i
O=C(NCC(=O)N1CCC2(CC1)NCCc1[nH]cnc12)c1cccc(Cl)c1	i	i	i	i	2	i	i	i	i	-3	i
CCc1ccc(N=CC23c4ccccc4C(c4ccccc42)C2C(=O)N(c4ccc(OC)cc4)C(=O)C23)cc1 (stereo not drawn)	i	i	i	i	0	i	i	i	i	-11	i
Nn1c(SCC(=O)Nc2ccccc2F)nnc1-c1cccs1	i	i	i	i	-4	i	i	i	i	-6	i
O=C(CCS(=O)(=O)c1cccs1)Nc1ccc(C(=O)NC2CCCC2)cc1	i	i	i	i	0	i	i	i	i	-1	i
CC(C)c1ccccc1-n1c(SCC(=O)N2CCN(c3ccccc3)CC2)nnc1-c1cccnc1	i	i	i	i	8	i	i	i	i	1	i
CC1=NN(C(=O)Cn2ccc([N+](=O)[O-])n2)C(O)(C(F)(F)F)C1 (stereo not drawn)	i	i	i	i	0	i	i	i	i	4	i
CN(C)CCCOc1cccc(Cl)c1	i	i	i	i	7	i	i	i	i	4	i

(cont.)
SMILES	TMEM16A inh	TRPC6 inh	RGS4 act	RGS4 block	HDAC3 inhib	MrgX1 PAM	TMEM16A act	TRPC6 act	MrgX1 ag	SKKanGAS inh	MrgX1 antag
CCC(C)C(NC(=O)[C@@H](NC(=O)c1ccccc1F)C(C)C)C(=O)OC (stereo partly drawn)	i	i	i	i	2	i	i	i	i	-5	i
COc1ccccc1N1CCN(CC(O)COc2ccc3c(C)cc(=O)oc3c2)CC1 (stereo not drawn)	i	i	i	i	-8	i	i	i	i	-4	i
Cc1cc(N2CCN(C)CC2)nc2ccc(NC(=O)c3ccccc3F)cc12	i	i	i	i	8	i	i	i	i	4	i
COCCNC(=O)C(c1cccs1)N(C(=O)Cn1nnc2ccccc21)c1ccc(OC)cc1 (stereo not drawn)	i	i	i	i	-2	i	i	i	i	-2	i
CC(Sc1ccccc1)C(=O)NNC(=O)c1csc(N2CCOCC2)n1 (stereo not drawn)	i	i	i	i	.	i	i	i	i	1	i
O=C(Nc1ccc2c(c1)OCO2)O[C@@H]1C[C@H]2CCCC(=O)N3CC[C@@H](C1)[C@@H]23	i	i	i	i	-1	i	i	i	i	2	i
CC(C)c1nc2oc3c(NCc4cccnc4)ncnc3c2c2c1CCC2	i	i	i	i	-20	i	i	i	i	-22	i
CCc1nnc2n1N=C(c1cccc([N+](=O)[O-])c1)CS2	i	i	i	i	-3	i	i	i	i	-4	i
CCOC(=O)Cc1csc(NC(=O)CSc2nnc(-c3ccc(C)cc3)o2)n1	i	i	i	i	-10	i	i	i	i	-12	i
COc1cc(/C=C/C(=O)OCC(=O)NCc2ccco2)ccc1O	i	i	i	i	-10	i	i	i	i	42	i
COc1ccc(/C=N/NC(=O)NC23CC4CC(CC(C4)C2)C3)c(OC)c1	i	i	i	i	0	6.9*	i	i	i	9	i
CC(Sc1ccc(Cl)cc1)C(=O)Nc1ccc(S(=O)(=O)N2CCOCC2)cc1 (stereo not drawn)	i	i	i	i	2	i	i	i	i	7	i
O=S(=O)(c1ccccc1)c1nc(-c2ccco2)oc1NCc1ccccc1	i	i	i	i	1	i	i	i	i	0	i
O=C(Nc1cccc(S(=O)(=O)C(F)F)c1)c1ccc(S(=O)(=O)N2CCCCC2)cc1	i	i	i	i	-3	i	i	i	i	8	i
CCCc1cc(N2CCN(C(=O)c3ccco3)CC2)n2c(nc3ccccc32)c1C#N	i	i	i	i	0	i	i	i	i	17	i
Cc1cccc(N)c1SC1CCCCC1O (stereo not drawn)	i	i	i	i	-5	i	i	i	i	2	i
Cc1cc(Cl)ccc1OCCCC(=O)N/N=C/c1cccc([N+](=O)[O-])c1	i	i	i	i	1	i	i	i	i	9	i
CCCCn1nc2cc(C(=O)NCC34CC5CC(CC(C5)C3)C4)ccc2c1OC	i	i	i	i	5	i	i	i	i	6	i
COc1ccc(CNC(=O)CN(Cc2ccccc2OC)C(=O)c2csnn2)cc1	i	i	i	i	-8	i	i	i	i	13	i
COc1cc(/C=C2/NC(=O)N(CC(=O)Nc3ccc(C)cc3)C2=O)ccc1Oc1ccc([N+](=O)[O-])cn1	i	i	i	i	-4	i	i	i	i	-2	i
COc1ccc(Cc2nnc(Nc3ccccc3)s2)cc1Br	i	i	i	i	6	i	i	i	i	3	i
Cc1ccc(CNC(=O)CN2C(=O)COc3ccc(C)cc32)cc1	i	i	i	i	-5	i	i	i	i	0	i
Cn1cc(CN2CCN(Cc3ccc4c(c3)OCO4)CC2)c(-c2ccccc2F)n1	i	i	i	i	1	i	i	i	i	-13	i
Cc1ccc(S(=O)(=O)N2CCN(C(=O)N(C)C)CC2)cc1	i	i	i	i	-4	i	i	i	i	4	i
CCCc1cc(=O)oc2c3c(cc(OCC(=O)N[C@@H](C)C(=O)O)c12)OC(C)(C)CC3	i	i	i	i	-136	i	i	i	i	6	i

Later entries
SMILES	TMEM16A inh	TRPC6 inh	RGS4 act	RGS4 block	HDAC3 inhib	MrgX1 PAM	TMEM16A act	TRPC6 act	MrgX1 ag	SKKanGAS inh	MrgX1 antag
Cc1cc(-n2cnc3c(=O)[nH]cnc32)ccc1N	i	i	i	i	6	i	i	i	i	2	i
O=C(C1CCC1)N1CCN(Cc2ccccc2)CC1	i	i	i	i	1	i	.	i	i	12	i
Cc1ccc(-c2csc(NC(=S)NC(=O)c3cccs3)n2)cc1	i	i	i	i	2	i	i	i	i	-7	i
O=C(NNS(=O)(=O)c1ccc(C(F)(F)F)cc1)c1cnn(-c2ccccc2)c1C(F)(F)F	i	i	i	i	10	i	i	i	i	0	i
CCCCN1C(=O)N(c2nnc(C(C)(C)C)s2)C(O)C1c1ccc(C)cc1 (stereo not drawn)	i	i	i	i	-5	i	i	i	i	3	i
C=CCNCc1cccn1-c1sc2c(c1C#N)CCCC2	25*	i	i	i	1	i	i	i	i	1	i
COc1ccc(-n2c(Cc3cccn3C)nnc2SCC(=O)Nc2ccccc2)cc1	i	i	i	i	-5	i	i	i	i	2	i
COc1ccccc1NC(=O)C(=O)Nc1ccccn1	i	i	i	i	-8	i	i	i	i	-7	i
COc1cccc2c1cc1c(=O)n(CC(=O)N3CCC(C)CC3)nc(C)n12	i	i	i	i	-58	i	i	i	i	-3	i
O=C1CNC(=S)N1Cc1ccc(Cl)cc1	i	i	i	i	0	i	.	i	i	1	i
O=C(Nc1nc(-c2cccs2)c(C(=O)C(F)(F)F)s1)c1ccccc1	100*	i	i	i	9	i	i	i	i	7	i
Cc1cccc(NC(=O)c2ccc3c(c2)OCCO3)c1C	i	i	i	i	2	i	i	i	i	-7	i
CCN1CCN(Cc2ccc(NC(=O)c3cc(NC(=O)c4cc5cccc(OC)c5o4)cc(OC)c3)cc2C(F)(F)F)CC1	i	i	i	i	4	i	i	i	i	0	i
COc1cc(OC)cc(C(=O)Nc2ncc3c(n2)CC(C)(C)CC3=O)c1	i	i	i	i	9	i	i	i	i	5	i
O=C(OCC1OC(n2cc(Br)c(=O)[nH]c2=O)C(Br)C1O)c1ccccc1 (stereo not drawn)	i	i	i	i	-1	i	i	i	i	2	i
COC(=O)c1ccc(C)c(NS(=O)(=O)c2ccc(OC)c(OC)c2)c1	i	i	i	i	6	i	i	i	i	-3	i
Cc1ccc(CCNC(=O)CN(c2ccc(C)cc2)S(=O)(=O)c2c(C)noc2C)cc1	i	i	i	i	3	i	i	i	i	1	i
OCC1CCCN(c2nc(CN3CCCCC3)nc3scc(-c4ccccc4)c23)C1 (stereo not drawn)	i	i	i	i	1	i	i	i	i	-20	i
COCCn1c(SCc2ccccc2Cl)nc2c1c(=O)[nH]c(=O)n2C	i	i	i	i	-5	i	i	i	i	7	i
COc1ccccc1C(=O)Nc1nc2cc3c(cc2s1)OCCO3	i	i	i	i	2	i	i	i	i	3	i
